KB-3-1 tox: KB-3-1 parental cell cytotoxicity | Potency, µM (doses to about 46.1 µM), for the others: at the top dose activity change, negative = cytotoxic, usual class: cytotoxic | AID 1347075 | actives 1.4% (n = 400,000) | KB-3-1 viability, CellTiter-Glo ATP luminescence, 72 h; further: potency means the concentration at half of the fitted maximal effect; on the % scale 0 is the no-effect control and ±100 the full control effect; nearly all actives have a fitted effect of over 60% in size
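Using CellTiter-Glo luminescence, growth of non-resistant KB-3-1 adenocarcinoma cells is assessed 72 h after pin-tool compound addition at 37 °C. Normalized responses across the concentration series yield fitted curves.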
SW480 rerep: induces DNA re-replication in SW480 colon adenocarcinoma cells. actives 1.8% (n = 340,000). AID 624297. SW480 DNA re-replication, Hoechst DNA content imaging, 48 h. Potency, µM (top dose mostly 46.1 µM), for the others: at the highest dose re-replication activation, hits mostly activators; further: potency means the concentration at half of the fitted maximal effect; % of control where 0% means no effect; nearly all actives have a fitted effect of over 55% in size
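Image-based read-out: total Hoechst fluorescence of nuclei (405 nm excitation, 500-530 nm emission), with hits raising the fraction of high-intensity nuclei. SW480 colon cells incubated 48 hr with compounds at 37 C.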
GLP1R cytotox: cytotoxicity counter-screen for GLP-1 receptor inverse agonists | actives 0.13% (n = 410,000) | Potency, µM (doses to about 38.3 µM), inactives show at the top dose activity change, negative = inhibition, most hits filed as inhibitors | AID 624418 | HEK293 cAMP-luciferase reporter cells, luminescence, 24 h;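 further: loss of luciferase light is scored as toxicity; potency means the concentration at half of the fitted maximal effect; on the % scale 0 is the no-effect control and ±100 the full control effect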
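MLSMR compounds, 24 hr on cells at 37 deg C/5% CO2; luminescence after luciferase reagent (12 min RT). Inhibition counted as the undesired cytotoxic outcome.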
KB-V1 MDR tox: kills drug-selected multidrug resistant KB-V1 cells; KB-V1 MDR cells viability, CellTiter-Glo, 72 h; actives 3.4% (n = 400,000); Potency, µM (doses to about 46.1 µM), for inactives: at the top dose activity change, negative = cytotoxicity, usual class: cytotoxic; further: potency means the concentration at half of the fitted maximal effect; on the % scale 0 is the no-effect control and ±100 the full control effect; nearly all actives have a fitted effect of over 60% in size
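Cytotoxicity toward P-gp-expressing KB-V1 cells was determined as loss of CellTiter-Glo luminescence after 72 h at 37 degrees C. Compounds were tested in quantitative HTS format across a concentration range, with curves fitted to normalized data.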
HT1080 IDH1KD tx: HT-1080 IDH1 knockdown cell toxicity (counter line); HT-1080 IDH1 knockdown viability, ATP luminescence, 48 h; Potency, µM (doses to about 46.1 µM), inactives show top-dose activity, negative = toxicity, actives largely listed as cytotoxic; actives 2% (n = 360,000);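 further: potency means the concentration at half of the fitted maximal effect; 0% = DMSO wells and -100% = cell-free medium wells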
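Knockdown cells (IDH1KD HT-1080) received compounds 2 h after plating at 750 cells/well and were kept 48 h at 37 °C in 5% FBS RPMI. A CellTiter-Glo luminescence read gave % activity for curve fitting.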
MCF10A rereplic: DNA re-replication induction in MCF 10a cells; MCF 10A DNA re-replication, Hoechst nuclear intensity, 48 h; Potency, µM (top dose mostly 46.1 µM), without a hit: at the top dose activity, positive = re-replication, most hits filed as activators; actives 2.9% (n = 350,000); further: potency means the concentration at half of the fitted maximal effect; % of control where 0% means no effect; nearly all actives have a fitted effect of over 50% in size
HT1080-NT tox: kills 2HG-producing HT-1080-NT fibrosarcoma cells; Potency, µM (top dose mostly 46.1 µM), for inactives: at the top dose activity, negative = less viability, actives largely listed as cytotoxic; actives 1.6% (n = 360,000); HT-1080-NT fibrosarcoma viability, CellTiter-Glo ATP luminescence, 48 h;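 further: NT is the 2HG producing partner of a matched IDH1 knockdown line; potency means the concentration at half of the fitted maximal effect; 0% = DMSO-treated cells and -100% = media-only wells without cells; nearly all actives have a fitted effect of over 55% in size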
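Viability by CellTiter-Glo luminescence after 48 h compound exposure at 37C of HT-1080-NT cells (750/well, RPMI, 5% FBS). % activity scaled between DMSO wells and medium-only wells, then curve-fitted and categorized by curve class.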
D3 ag: D3 dopamine receptor (human) agonism | AID 652048 | actives 0.58% (n = 410,000) | P35462 | D3R DiscoveRx beta-arrestin cells, luminescence, 90 min | max activation, %; in the data active means max activation above about 30%; further: 0% is about no effect; mostly tested at two doses, the higher about 12 µM
Target sequence (P35462 whole entry, looked up): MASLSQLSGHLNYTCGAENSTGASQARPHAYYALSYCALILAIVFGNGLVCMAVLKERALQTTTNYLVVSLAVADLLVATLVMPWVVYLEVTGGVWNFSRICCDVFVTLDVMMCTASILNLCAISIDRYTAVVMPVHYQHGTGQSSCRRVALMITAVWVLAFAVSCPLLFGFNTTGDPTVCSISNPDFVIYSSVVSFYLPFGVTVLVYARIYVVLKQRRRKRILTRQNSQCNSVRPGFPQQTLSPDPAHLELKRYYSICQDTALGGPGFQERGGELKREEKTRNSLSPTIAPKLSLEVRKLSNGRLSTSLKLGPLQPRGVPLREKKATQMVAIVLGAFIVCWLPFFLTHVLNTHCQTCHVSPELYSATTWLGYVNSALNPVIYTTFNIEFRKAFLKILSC
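Cells at 1500/well, incubated overnight, then treated with pinned compounds (dopamine as control) for 90 min at 37 degrees C. DiscoveRx reagent added for 30 - 60 minutes at room temperature; luminescence read.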
IL1B secr inh: blocks inflammasome-driven IL-1 beta release; THP-1 LPS/ATP IL-1B secretion, AlphaLISA, 16 h; stronger effect = lower value; activity change, % at 57.5 µM; actives 4.7% (n = 360,000); AID 743279; in the data active means activity change below about -50%; inconclusive means mostly about -30% to -49%; further: on the % scale 0 is the no-effect control and ±100 the full control effect
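THP-1 cells pretreated 1 hr with compounds (up to 57.5 uM final), then stimulated with LPS (250 ng/mL final) plus ATP (1.25 mM final); secreted IL-1B measured by AlphaLISA after 16 hr, decreased signal indicating inhibition.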
* marks the source's active call; other numbers are inactive results; u = inconclusive; x = not tested or not shown; [ ] = another dose, or the depositor's remark. Unless noted, the call rests on the fitted dose curve; in most records, active means well fitted curve in the direction sought with a large enough effect; inconclusive means small, poorly fitted or top-dose-only effect, or another doubt; inactive means no such curve, though single readings can be large; an effect the other way counts as inactive or inconclusive. Not a hit list. About 11% of those tested had a hit in this group.

SMILES	KB-3-1 tox	SW480 rerep	GLP1R cytotox	KB-V1 MDR tox	HT1080 IDH1KD tx	MCF10A rereplic	HT1080-NT tox	D3 ag	IL1B secr inh
CCCC(C(=O)NC1CCCC1)N(CCN(CC)CC)C(=O)c1snc(C(N)=O)c1N (stereo not drawn)	-2%	-4%	0%	-1%	4%	-15%	2%	0	-15
O=C1CCCCC1Sc1ccc(Cl)cc1[N+](=O)[O-] (stereo not drawn)	17%	-8%	-1%	7%	0%	1%	-5%	7	13
CC(=O)N(C(C)=O)N1C(=O)/C(=C/c2ccc(Cl)cc2)SC1=S	-7%	-4%	0%	5%	u	u	-16%	-9	0
CCOC(=O)CNC(=S)N(CCCN1CCCCC1)Cc1cccs1	-20%	-2%	-17%	-23%	3%	2%	1%	-14	-14
COc1ccc(NC(=O)CN2C(=O)NC(C)(C3CCCCC3)C2=O)c(OC)c1 (stereo not drawn)	1%	-7%	-22%	0%	9%	-1%	2%	-12	2
CCC(Sc1nncn2c1cc1occc12)C(=O)Nc1ccc(C)c(Cl)c1 (stereo not drawn)	8%	x	-11%	2%	x	x	x	-5	x
N#C/C(=C\c1ccc(-c2ccc(Br)cc2)o1)C(=O)NCCc1c[nH]c2ccccc12	-6%	u	-24%	-23%	-27%	u	-24%	6	-61*
CCOC(=O)Cc1[nH]nc2c1C(c1cccc(OC)c1OC)C(C#N)=C(N)O2 (stereo not drawn)	8%	4%	-23%	4%	4%	u	1%	-5	-9
CN(C)c1cccc(C(=O)OCC(=O)N(Cc2ccccc2)C2CCS(=O)(=O)C2)c1 (stereo not drawn)	-2%	-21%[1.84 µM]	-12%	-16%	14%	u	5%	4	36
Cc1ccc(OCc2cc(C(=O)NC3CCOC3)no2)cc1C (stereo not drawn)	1%	-14%	1%	u	0%	11%	3%	4	6
CS(=O)(=O)NCCC1=CCCCC1	-2%	-16%	0%	2%	-5%	-2%	3%	-2	-10
COCCNC(=O)c1onc(CS(=O)(=O)c2cc(C)cc(C)c2)c1C(=O)NCCOC	1%	-52%[inhibitor]	-7%	-1%	0%	19%	14%	14	4
CC(=O)Oc1cc2c(cc1Cl)C1(CC(c3ccccc3Cl)O2)CC(C)(C)NC(=S)N1 (stereo not drawn)	-20%	-12%[9.22 µM]	-25%	u	23µM*	u	16µM*	-1	-24
O=C(O)c1cc(S(=O)(=O)NCCCN2CCCC2=O)ccc1Cl	13%	-10%	-3%	11%	4%	-2%	-3%	4	7
Cc1ccc(N2C(=O)C(Cl)=C(Nc3c(C)n(C)n(-c4ccccc4)c3=O)C2=O)cc1	-5%	16%	1%	17%	u	-6%	0%	-9	-16
C#CCNC(=O)C[C@@H]1C[C@@]2(C(=O)OCC)CCCC=C2N(Cc2ccco2)C1=O	11%	x	2%	0%	9%	x	17%	2	43
C[C@H](CO)N1C[C@H](C)[C@@H](CN(C)C(=O)c2cnccn2)Oc2cc(C#CCC3CCCC3)ccc2S1(=O)=O	-8%	x	-1%	-20%	-2%	x	1%	-7	-5
Nc1cc(=O)[nH]c(SCC(=O)Nc2cc(S(=O)(=O)N3CCCCC3)ccc2Cl)n1	-31%	u	-1%	3%	3%	8%	-7%[9.24 µM]	0	18
COc1cc(NC(=O)c2ccccc2)c(OC)cc1NC(=O)CN1C(=O)NC2(CCCCC2C)C1=O (stereo not drawn)	-9%	3%	-3%	u	0%	11%	3%	0	0
O=C(O)CCCNC(=O)c1ccc(NC(=O)Cc2ccc(Cl)cc2)cc1	19%	0%	-11%	18%	7%	-16%	3%	4	40
CN1N=C(C(C)(C)C)CSC1=Nc1ccccc1	7%	0%	11%	-1%	3%	1%	4%	-2	17
COc1cc(CCCN2CCNC[C@H]2Cc2cccc3ccccc23)cc(OC)c1OC	0%	-6%	-8%	11%	6%	15%	3%	-10	-12
CCOC(=O)C1(Cc2cccc(OC)c2)CCCN(C(=O)c2cc(C)on2)C1 (stereo not drawn)	-5%	16%	5%	-3%	5%	-1%	-1%	13	-16
CSc1ncccc1C(=O)OCc1ccc(C#N)cc1	2%	u	-4%	3%	12%	u	6%	5	-2
CC(C(=O)N(C)C1CCCCC1)N1CCC(C(N)=O)CC1 (stereo not drawn)	6%	-3%	6%	-2%	17%	3%	13%	23	-10

Continued, overlapping the part above by 4 compounds.
SMILES	KB-3-1 tox	SW480 rerep	GLP1R cytotox	KB-V1 MDR tox	HT1080 IDH1KD tx	MCF10A rereplic	HT1080-NT tox	D3 ag	IL1B secr inh
COc1cc(CCCN2CCNC[C@H]2Cc2cccc3ccccc23)cc(OC)c1OC	0%	-6%	-8%	11%	6%	15%	3%	-10	-12
CCOC(=O)C1(Cc2cccc(OC)c2)CCCN(C(=O)c2cc(C)on2)C1 (stereo not drawn)	-5%	16%	5%	-3%	5%	-1%	-1%	13	-16
CSc1ncccc1C(=O)OCc1ccc(C#N)cc1	2%	u	-4%	3%	12%	u	6%	5	-2
CC(C(=O)N(C)C1CCCCC1)N1CCC(C(N)=O)CC1 (stereo not drawn)	6%	-3%	6%	-2%	17%	3%	13%	23	-10
CC(C)NC(=O)C1(C)CCN1C(=O)c1ccccc1Oc1ccccc1 (stereo not drawn)	0%	x	2%	-3%	0%	x	9%	5	0
CC(O)CN(CCC(N)=O)CCC(N)=O (stereo not drawn)	1%	1%	-13%	4%	20%	-7%	15%	0	-17
Cc1ccc(NNC(=O)c2ccno2)cc1C	16µM*	2%	u	4%	u	-6%	u	5	10
CC(=O)c1cccc(NC(=O)CC2S/C(=N/N=C/c3cccs3)NC2=O)c1 (stereo not drawn)	-3%	-3%	3%	-11%	5%	3%	3%	-7	30
C=CCNC(=S)NNC(=O)C(CCC(C)C)CC(C)O (stereo not drawn)	u	-1%	-13%	14%	9%	2%	6%	-1	4
COc1ccccc1C1SCCN1C(=O)c1ccc([N+](=O)[O-])cc1 (stereo not drawn)	-20%	-10%	1%	u	7%	1%	10%	0	-4
COc1ccccc1NC(=O)c1cc(N2C(=O)C3C4CCC(C4)C3C2=O)ccc1Cl (stereo not drawn)	27%	-2%	2%	u	0%	-1%	5%	-1	27
COc1ccccc1CC(=O)Nc1ccc([N+](=O)[O-])cc1OC	3%	-119%[inhibitor]	5%	16µM*	0%	u	7%	3	-17
CC(=O)Nc1ccc2c(c1)ncn2C1CCCCC1	9%	0%	-9%	0%	18%	-1%	16%	-4	-8
CN1C(=O)C2(C(C#N)=C(N)N(c3cc(Cl)cc(Cl)c3)C3=C2C(=O)CCC3)c2ccccc21 (stereo not drawn)	-2%	-1%	-16%	u	14%	-4%	4%	21	0
CCCCn1c(N)c(N(CCOC)C(=O)COC(=O)C(C)(C)Oc2ccc(Cl)cc2)c(=O)[nH]c1=O	9%	-5%	3%	5%	3%	-1%	-2%	-19	3
Cc1nn(-c2ccccc2)c(Cl)c1/C=N/NC(=O)OC(C)(C)C	-15%	-12%	-14%	13µM*	-17%	u	-2%	2	-23
CC(=O)Oc1c(Br)cc(N(C(C)=O)S(=O)(=O)c2ccccc2)c2ccccc12	u	u	u	u	u	16µM*	u	5	31
Cc1ccc(NC(=O)Cn2cnc3c(cnn3C(C)(C)C)c2=O)cc1	1%	-3%[9.22 µM]	-28%	-6%	10%	0%	1%	-16	-11
Cc1ccc(NC(=O)CN(C)C(=O)c2ccc(OCc3cn4ccccc4n3)cc2)cc1	18%	-4%	0%	4%	-5%	2%	-4%[9.24 µM]	-1	32
Cc1cc(N2C(=O)c3ccc(C(=O)Nc4ccc(CC(=O)O)cc4)cc3C2=O)no1	8%	-9%	0%	1%	0%	1%	-4%	7	-22
COc1ccc(CNC(=O)CSc2nc3c(oc4ccccc43)c(=O)n2CC2CCCO2)cc1 (stereo not drawn)	-6%	-2%	-10%	-16%	0%	15%	-7%	2	8
CN(CCO)C(=O)c1c(NC(=O)c2ccccc2)sc2c1CCCC2	19%	7%[1.84 µM]	-19%	9%	6%	4%	9%	-9	18
N#CCCN(C(=O)COC(=O)CCc1c[nH]c2ccccc12)c1ccc(F)cc1	-5%	-1%	1%	-2%	-10%	0%	-14%	-16	12
CCOC(=O)N1CCc2c(sc(NCc3ccc(OCC)cc3)c2C(=O)Nc2ccc(OC)cc2OC)C1	7%	x	6%	4%	x	x	x	6	x
COc1ccc(C2=NN(C(=O)CN3CCCCC3)C(c3ccc(OC)cc3)C2)cc1 (stereo not drawn)	6%	-7%	-16%	2%	0%	-9%	-4%	3	-12
Cc1c(C(=O)OC2CCCC2)[nH]c2c1C(=O)CC(c1ccc(C(C)(C)C)cc1)C2 (stereo not drawn)	1%	x	-1%	20%	x	x	x	6	x
CCn1nnnc1NCc1c(OC)ccc2ccccc12	u	-6%	-3%[7.66 µM]	u	4%	1%	19%	-13	-18
COc1ccc(OC)c(NS(=O)(=O)c2ccc3[nH]c(=O)[nH]c3c2)c1	u	x	-26%	12%	-6%	x	-18%	-9	27
O=C(CNS(=O)(=O)c1ccccc1)N/N=C/c1ccccc1[N+](=O)[O-]	-3%	-1%	3%	-4%	-16%	0%	-15%	12	7
CCCCC1=CC2=CC(=O)C(C)(OC(=O)c3cccs3)C(=O)C2=CO1 (stereo not drawn)	14%	-6%[9.22 µM]	-12%	0%	11%	-1%	4%	9	29
COCCCNC(=O)c1nc2c(nnn2Cc2cc(C)ccc2C)c(=O)[nH]1	-13%	-2%	-17%	-18%	2%[9.24 µM]	-1%	-19%	-4	35
Oc1ccc(N2CCN(c3ccnc4cc(Cl)ccc34)CC2)cc1	16µM*	u	-17%	15µM*	-22%	u	-24%	-5	-12
O=C(CSc1ncnc2ccccc12)c1ccco1	0%	-2%	5%	-20%	-1%	10%	-4%	-10	-10

Screening results from PubChem BioAssay.
